# BL2 CD40 inh: inhibitors of CD40-induced NF-kB signaling, primary screen, BL2 cells, luciferase reporter, single point; 0.94% of 83,000 active; inhibition, % at 10 µM; AID 1053188, 2014; CD40L-induced, 4 h;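 active = mean inhibition of at least 50% with a set share of replicates also reaching that level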;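 also: 0% = neutral control wells and 100% = IKK inhibitor VII at 50 µM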
# Active calls of the source: *; [ ] = remark or other dose. Only part of the results is shown, so the mix of outcomes need not match the whole.
SMILES,BL2 CD40 inh
COc1ccc(NC(=O)C2CC2)cc1OC1CCCC1,-14.5
Cc1nc(NC(=O)COC(=O)CNC(=O)c2ccco2)c(Cl)cc1Cl,5.0
Cc1nc2sc(C(=O)OC(C)C)c(N)c2c(C)c1C,-56.3
CN(C)Cc1cccc(-c2ccccc2)c1O,5.6
Cc1cc(C(=O)N2CCCCCC2)cs1,11.5
C(=NN=C1c2ccccc2-c2ccccc21)c1c[nH]c2ccccc12,-57.6
CC1CC(C)CN(C(=O)C(C)N(C)CC(=O)Nc2ccc(Cl)cc2)C1 (stereo not given),-1.6
Fc1ccccc1OCCSc1nnnn1-c1ccccc1,-8.7
CCCn1nc(C(=O)OCC(=O)Nc2ccc(C(N)=O)cc2)c2ccccc2c1=O,5.8
CCOC(=O)N1CCC(N2C(=O)c3ccccc3C2Nc2ccccc2)CC1 (stereo not given),0.0
CN1CCN(C(=O)C[C@@H]2CC[C@H]3[C@H](COc4ccc(NC(=O)C5CCCC5)cc4C(=O)N3C)O2)CC1,-4.5
Cc1nn(C)cc1NC(=O)C[C@H]1CC[C@H]2[C@H](COc3ccc(NC(=O)C4CCOCC4)cc3C(=O)N2C)O1,-8.2[25 µM]
CN1CCN(/C=N/c2c(C#N)cnn2C)CC1,7.9
COc1ccc2c(c1)CCC1(C)CC(=O)C=C21 (stereo not given),-2.0
CC(C)N(Cc1ccccc1)C(=S)NCc1ccccc1,12.3
COC(=O)C1CCN(C(=O)COC(=O)c2oc3ccccc3c2C)CC1,1.5
c1ccc(-c2nc(-c3cccnc3)cs2)cc1,-55.2
Cc1ccc(S(=O)(=O)/N=C2\C(=O)c3ccccc3C([O-])=C2n2cc[n+](CCC(C)C)c2)cc1,11.4
O=C1NN=C2CCCCCCCCCCC12 (stereo not given),3.9
COCCN(C(=O)c1cc(-c2ccncc2)nc2ccccc12)c1c(N)n(CC(C)C)c(=O)[nH]c1=O,4.1
O=C(NCCc1ccccc1)c1ccc2nc(N3CCOCC3)sc2c1,-32.1
C/C=C/c1ccc([C@H]2[C@@H](CO)N(C(=O)CC)[C@@H]2CNCC2CCCC2)cc1,-1.3
CC1(NC(=O)c2cccc(S(=O)(=O)N3CCCc4ccccc43)c2)CCS(=O)(=O)C1 (stereo not given),16.4
CC(C)NC(=O)Nc1ccc2c(c1)CC(=O)N(C)C[C@H](C)[C@H](CN(C)C(=O)OC(C)(C)C)O2,-2.9

# Structures above with a furan ring, fused or not (2):
SMILES,BL2 CD40 inh
Cc1nc(NC(=O)COC(=O)CNC(=O)c2ccco2)c(Cl)cc1Cl,5.0
COC(=O)C1CCN(C(=O)COC(=O)c2oc3ccccc3c2C)CC1,1.5

# The listing continues:
SMILES,BL2 CD40 inh
C[C@H]1CN([C@@H](C)CO)C(=O)CCCn2nncc2CO[C@@H]1CN(C)C(=O)OCc1ccccc1,4.0[25 µM]
O=C(N[C@H]1C=C[C@H](CC(=O)N2CCC(Cc3ccccc3)CC2)O[C@H]1CO)c1cnccn1,-1.2[25 µM]
CCC(=O)Nc1ccc2c(c1)OCCO2,7.3
CCC(=O)N1C[C@@H]2[C@H](c3ccccc31)[C@@H](CO)N2Cc1ccccc1Cl,11.7[25 µM]
Nc1ncc2c(n1)-c1ccoc1CC2,12.8
O=C(c1ccccn1)N(c1ccccc1)C1(C(=O)NC2CCCCC2)CCCCC1,7.1
O=C(Nc1nccs1)c1cccc(S(=O)(=O)N2CCCC2)c1,6.3
COc1cccc(NC(=O)C[C@@H]2CC[C@@H]3[C@H](COc4ccc(NC(=O)C5CC5)cc4C(=O)N3C)O2)c1,-4.5[25 µM]
O=C(C[C@H]1C[C@@H]2c3cc(NC(=O)Nc4ccccc4)ccc3O[C@@H]2[C@H](CO)O1)NCCN1CCCCC1,-12.0[25 µM]
CCOC(=O)c1c(OCCO)noc1N,7.2
O=C(O)CCCc1ccccc1,-8.6[25 µM]
O=C(CNC(=O)COc1ccccc1)NCCc1ccccn1,11.6

# Arranged by value in BL2 CD40 inh (high to low): some entries from above.
SMILES,BL2 CD40 inh
Nc1ncc2c(n1)-c1ccoc1CC2,12.8
O=C(CNC(=O)COc1ccccc1)NCCc1ccccn1,11.6
CCC(=O)Nc1ccc2c(c1)OCCO2,7.3
CCOC(=O)c1c(OCCO)noc1N,7.2
O=C(c1ccccn1)N(c1ccccc1)C1(C(=O)NC2CCCCC2)CCCCC1,7.1
O=C(Nc1nccs1)c1cccc(S(=O)(=O)N2CCCC2)c1,6.3

# Following part
SMILES,BL2 CD40 inh
COc1cccc(NC(=O)CN(C)C(=O)CC2CCCC2)c1,3.5
O=S(=O)(c1cccc2nsnc12)N1CCc2ccccc2C1,0.3
C[C@@H]1CN([C@H](C)CO)C(=O)c2ccccc2-c2ccccc2CO[C@H]1CN(C)S(=O)(=O)c1ccsc1,-3.1
O=C(O)c1cc(-c2cccs2)[nH]n1,-4.3
CCCNC(=O)Cn1c(=O)oc2ccccc21,0.4
Cc1ccc(S(=O)(=O)n2c(=O)oc3ccccc32)cc1,2.9
COc1ccc(NC(=O)N2CC[C@@H]3[C@@H](CO)N(C)c4ccc(Br)cc4[C@@H]32)cc1,-18.4[25 µM]
CCN1[C@H](C(=O)NC2CCCCC2)[C@@H](CO)[C@@H]2Cn3c(ccc(-c4cccnc4)c3=O)[C@@H]21,15.4[25 µM]
O=C(NC1CCCCCC1)C1c2ccccc2C(=O)N1Cc1cccnc1 (stereo not given),3.7
COCCn1c(=NC(=O)c2ccc3c(c2)OCCO3)sc2cc(S(N)(=O)=O)ccc21,16.2
CC(C)Oc1ccccc1OCCCCn1cnc2ccccc2c1=O,0.0
CN(CC(=O)Nc1ccccc1Cl)C(=O)COC(=O)c1cnccn1,13.8
O=C(COC(=O)Cc1ccc(F)cc1)NC1CCCCCC1,13.7
Cc1ccc(C(=O)NCC(=O)OCCCn2c(=O)[nH]c3ccccc32)cc1,-2.0
CCCNC(=O)N1C[C@@H]2[C@H](c3ccccc31)[C@@H](CO)N2C(=O)NC(C)C,-6.9[25 µM]
O=C(Oc1cncc(Cl)c1)c1sccc1Cl,0.2
CCC1Sc2ccccc2N(CC(=O)NCc2ccccc2OC)C1=O (stereo not given),-10.8
O=C(C[C@H]1C=C[C@@H](NC(=O)c2cnccn2)[C@H](CO)O1)NCc1ccccc1F,3.6[25 µM]
C[C@H](CO)N1C[C@H](C)[C@@H](CN(C)S(=O)(=O)c2ccccc2)OCCCC[C@H](C)Oc2ccc(NC(=O)Nc3ccc4c(c3)OCO4)cc2C1=O,10.1[25 µM]
Cc1nc2c(OCc3cccc(Cl)c3)cccn2c1N(C)CC1CC1,1.3
CCOC(=O)c1coc(C(=O)OCC)c1C(=O)OCC,8.2
CC1=CC(C)(C)NC(=S)N1c1cccc(C)c1,3.8
O=C(C[C@@H]1C=C[C@H](NC(=O)c2ccncc2)[C@H](CO)O1)NCC1CC1,4.7[25 µM]
COc1ccc(C(=O)NCC(=O)OCC(=O)N2CCc3ccccc32)cc1,0.7
CCOc1ccc(-c2cc(CCCC(=O)NCc3ccc(C)cc3)no2)cc1,-13.9
CCC(=O)N1[C@H](CO)[C@H](c2ccccc2)[C@@H]1CN(CC)C(=O)c1cccc(F)c1,-0.1[25 µM]
C[C@H]1CN([C@@H](C)CO)C(=O)CCCn2nncc2CO[C@@H]1CN(C)S(=O)(=O)c1ccccc1C#N,2.2[25 µM]
Cc1cc(F)c(F)c(C(=O)N2C(C)CCCC2C)c1Cl (stereo not given),3.2
CN(C)CCCNc1ncnc2c1cnn2Cc1ccccc1Cl,12.9
CN1C(=O)c2cc(NS(=O)(=O)c3cccc(F)c3)ccc2OC[C@@H]2O[C@H](CC(=O)NCCN3CCCCC3)CC[C@@H]21,-4.4[25 µM]
CO[C@@H](CN(C)S(=O)(=O)c1ccc(C)cc1)[C@@H](C)CN([C@H](C)CO)S(=O)(=O)c1cccc(Cl)c1,7.7[25 µM]
C/C=C/c1ccccc1[C@H]1[C@@H](C#N)N(C(=O)CN2CCOCC2)[C@@H]1CO,-1.7[25 µM]
CN(C)C(=O)C[C@@H]1CC[C@@H]2[C@H](COC[C@H](O)CN2C(=O)C2CCOCC2)O1,0.6[25 µM]
CSc1ccc(C(=O)C2CCCN(C(=O)CCn3cncn3)C2)cc1 (stereo not given),-3.0
C[C@@H](O)C#Cc1ccc([C@@H]2[C@H]3CN(CC4CC4)CCCCN3[C@H]2CO)cc1,-10.6[25 µM]
Cc1ccc(C(=O)OCC(=O)N(C)c2c(N)n(Cc3ccccc3)c(=O)[nH]c2=O)s1,4.2
Cc1cc2cc(OCC(=O)O)ccc2n1C,10.1
O=C(CNC(=O)c1ccccc1)NCCCSc1ccccc1,-11.0
O=S(=O)(NCCCN1CCOCC1)c1ccc2c(c1)OCCO2,0.0
COc1cccc(N(CC(=O)Nc2ccc3c(c2)OCO3)S(=O)(=O)c2ccccc2)c1,-8.5
COC(=O)Cn1c2ccc(OC)cc2c2nc3ccccc3nc21,-1.9
CO[C@@H]1CN(C)C(=O)c2ccc(NC(=O)Nc3ccccc3)cc2OC[C@@H](C)N(C(=O)CC2CC2)C[C@H]1C,-22.4[25 µM]
COC(=O)C(NC(=O)C(CC(C)C)NC(=O)C1CCC(C)CC1)C(C)C (stereo not given),13.3
COc1ccc(CCNc2nc(-c3ccccn3)cs2)cc1OC,-30.9
Cc1ccccc1CC(=O)N1CCC(CCC(=O)NC2CC2)CC1,0.9
COc1cccc(CNC(=O)[C@H]2[C@H](CO)[C@H]3Cn4c(cccc4=O)[C@@H]2N3C(=O)C2CCCCC2)c1,-5.8
O=c1c(C/C=C/c2ccccc2)c(O)ccn1CCc1c[nH]c2ccccc12,24.8
O=C(NC1CCCCC1)[C@H]1N[C@H]2c3ccc(-c4cccc(F)c4)c(=O)n3C[C@H]2[C@@H]1CO,-6.6[25 µM]
O=C(Nc1ccc2c(c1)OCO2)C1CCN(S(=O)(=O)c2ccc3c(c2)OCCO3)CC1,0.3
COc1ccc(S(=O)(=O)Nc2cccc(S(=O)(=O)NC3=NCCC3)c2)cc1[N+](=O)[O-],-2.2
O=C(CNC(=O)c1ccco1)Nc1ccncc1,-2.4
COc1cccc(-c2ccc([C@H]3[C@@H](CO)N4C(=O)CN(C(=O)C5CCCC5)C[C@@H]34)cc2)c1,1.5
COc1ccc(C2=NOC(C(=O)N3CCCCCC3)C2)cc1OC (stereo not given),-4.8
CC1(c2cccc(Br)c2)NC(=O)N(CC(=O)Nc2ccc(N3CCCCC3)cc2)C1=O (stereo not given),-0.9
O=C(C1CCCCC1)N1C[C@H]2[C@@H](c3ccccc31)[C@H](CO)N2C(=O)c1ccccc1,8.6
CN(C)S(=O)(=O)c1cccc(C(=O)N2CCc3ccccc32)c1,-2.2
NC(=O)C1CCCN(C(=O)CNC(=O)C23CC4CC(CC(C4)C2)C3)C1 (stereo not given),-4.8
COC(=O)[C@H]1Cc2c([nH]c3ccccc23)[C@H](c2ccccc2)N1,10.4
C[C@H](CO)N1C[C@H](C)[C@H](CN(C)Cc2ccc3c(c2)OCO3)Oc2ccc(NC(=O)Cc3cn(C)c4ccccc34)cc2C1=O,7.6[25 µM]
CC(=O)c1cc(-c2nc3ccccc3n2C)n(C)c1,6.2
# (continued)
SMILES,BL2 CD40 inh
COc1cc(C)ccc1OCc1cc(C(=O)NCc2ccncc2)no1,-127.7
COc1ccccc1NC(=O)N1C[C@@H]2[C@H](c3ccccc31)[C@H](CO)N2C(=O)c1ccccc1,-6.7[25 µM]
COc1ccc(N2CCN(C(=O)c3ccc(N(C)S(=O)(=O)c4ccc(C)cc4)cc3)CC2)cc1,3.7
Cc1noc(C)c1CSc1ccccc1C(=O)N1CCN(c2ccccc2)CC1,9.7

# Copied from the list:
# Value of CCOC(=O)c1c(OCCO)noc1N in BL2 CD40 inh: 7.2
# Value of CN1CCN(C(=O)C[C@@H]2CC[C@H]3[C@H](COc4ccc(NC(=O)C5CCCC5)cc4C(=O)N3C)O2)CC1 in BL2 CD40 inh: -4.5
# Value of CSc1ccc(C(=O)C2CCCN(C(=O)CCn3cncn3)C2)cc1 (stereo not given) in BL2 CD40 inh: -3.0

# Entries from the list above with a COOH group (3):
SMILES,BL2 CD40 inh
O=C(O)CCCc1ccccc1,-8.6[25 µM]
O=C(O)c1cc(-c2cccs2)[nH]n1,-4.3
Cc1cc2cc(OCC(=O)O)ccc2n1C,10.1

# Bioassay records from PubChem BioAssay.
